POLH inh = DNA polymerase eta (human) inhibition. recombinant Pol eta, fluorescent DNA replication assay. Potency, µM (top dose mostly 114 µM), inactives show at the top dose activity change, negative = inhibition, usual class: inhibitors. 390,000 compounds, 1.2% hits. AID 588591; also: % is scaled to controls: 0 for no effect and ±100 for the full control effect
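Pol eta at 10 nM preincubated with compounds 15 min at room temperature; reaction started with fluorescent substrate (50 nM final) and read kinetically at 0 and 10 min.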
POLI inh = inhibitors of human DNA polymerase iota | AID 588590 | Potency, µM (doses to about 115 µM), inactives show top-dose activity, negative = inhibition, actives largely listed as inhibitors | 390,000 compounds, 1% hits | Pol iota fluorescent replication assay, 10 min
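Fluorescent replication assay read twice, at 0 min and 10 min after adding 50 nM (final) substrate. Enzyme (10 nM) and compounds were first incubated 15 min at room temperature; enzyme-free buffer wells were negative controls.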
JMJD2A Tudor inh = blocks the human JMJD2A Tudor domain. O75164. AlphaScreen JMJD2A-Tudor / H3K4me3 peptide binding. Potency, µM (top dose mostly 114 µM), for inactives: at the top dose activity change, negative = inhibition, most hits filed as inhibitors. 390,000 compounds, 4.4% hits. AID 504339; also: % is scaled to controls: 0 for no effect and ±100 for the full control effect; nearly all actives have a fitted effect of over 50% in size
BLM inh = Bloom syndrome helicase (human) inhibition | P54132 | recombinant BLM DNA unwinding, fluorescence dequenching | Potency, µM (top dose mostly 56.1 µM), for inactives: top-dose activity change, negative = inhibition, usual class: inhibitors | 350,000 compounds, 0.2% hits | AID 2528;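 also: plate controls were vehicle for no effect and no enzyme for full effect; nearly all actives have a fitted effect of over 35% in size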
Pol kappa inh = DNA polymerase kappa (human) inhibition; Q9UBT6; purified Pol kappa, fluorescent DNA synthesis assay, 10 min; Potency, µM (top dose mostly 107 µM), without a hit: at the top dose activity, negative = inhibition, most hits filed as inhibitors; 400,000 compounds, 0.53% hits; AID 588579; also: % is scaled to controls: 0 for no effect and ±100 for the full control effect
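Inhibition of 10 nM Pol kappa is measured by a fluorescent read-out at 0 and 10 min following addition of 50 nM substrate (final), with a 15-min room-temperature compound preincubation.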
BAZ2B inh = blocks human BAZ2B; Q9UIF8; AlphaScreen BAZ2B-H3K14Ac peptide displacement; Potency, µM (titrated, usually from 114 µM), without a hit: top-dose activity change, negative = inhibition, hits mostly inhibitors; 360,000 compounds, 4.4% hits; AID 504333; also: % is scaled to controls: 0 for no effect and ±100 for the full control effect; nearly all actives have a fitted effect of over 60% in size
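Compounds, titrated to a top concentration of 110 uM, were incubated 30 min at room temperature with preformed BAZ2B/acetyl-K14 H3 peptide complex (50 nM each). Proximity signal was measured by AlphaScreen after 20 min with beads.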
G9a inh = G9a (human) methyltransferase inhibition. Q96KQ7. G9a H3K9 monomethylation, AlphaScreen, 2 h. Potency, µM (top dose mostly 102 µM), for inactives: at the top dose activity, negative = inhibition, most hits filed as inhibitors. 350,000 compounds, 8.8% hits. AID 504332; also: % is scaled to controls: 0 for no effect and ±100 for the full control effect; nearly all actives have a fitted effect of over 75% in size
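Quantitative HTS format: methyltransferase activity on a biotin-tagged H3K9 peptide is measured by AlphaScreen, using a rabbit anti-monomethyl-H3K9 antibody with streptavidin donor and anti-IgG acceptor beads. Final levels are 20 nM enzyme, 500 nM peptide, 20 uM SAM; 2 h RT.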
Pol beta inh = inhibitors of human DNA polymerase beta | P06746 | Pol beta primer extension/strand displacement, fluorescence kinetic | Potency, µM (highest dose often 114 µM), without a hit: at the top dose activity change, negative = inhibition, actives largely listed as inhibitors | 340,000 compounds, 1.3% hits | AID 485314; also: % is scaled to controls: 0 for no effect and ±100 for the full control effect
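Enzyme-only controls used 10 nM Pol beta; buffer lacking enzyme served as negative control. Compound preincubated 15 min, then 50 nM substrate added; 0 and 10 min reads at room temperature.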
APEX1 inh = blocks human APE1 abasic DNA cleavage; Potency, µM (doses to about 65.8 µM), for inactives: at the top dose activity change, negative = inhibition, most hits filed as inhibitors; recombinant APE1, TAMRA/BHQ-2 abasic DNA cleavage fluorescence; 350,000 compounds, 0.35% hits; P27695;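 also: plate controls were vehicle for no effect and reference inhibitor for full effect; nearly all actives have a fitted effect of over 55% in size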
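APE1 at 0.75 nM final was preincubated with compound 15 min at room temperature, then 50 nM double-stranded THF abasic-site substrate (5'-TAMRA/3'-BHQ-2) was added. Fluorescence (ex 525/em 598 nm) was read kinetically; third-minus-first read gave activity.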
* = called active by the depositor; ? = inconclusive; / = not tested or not shown; & = joins results of further samples; [ ] = remark or other dose. Calls follow the shape of the dose curve; as a rule, active = well fitted curve in the direction sought with a large enough effect; inconclusive = small, poorly fitted or top-dose-only effect, or another doubt; inactive = no such curve, though single readings can be large; an effect the other way counts as inactive or inconclusive. Potency is read from the fitted curve at half-maximal effect. Only part of the results is shown, so the mix of outcomes need not match the whole.

SMILES | POLH inh | POLI inh | JMJD2A Tudor inh | BLM inh | Pol kappa inh | BAZ2B inh | G9a inh | Pol beta inh | APEX1 inh
O=S(=O)(N1CCOCC1)N1CCCN(S(=O)(=O)N2CCOCC2)CC1 | -12.9% | 14.3% | -12.6% | -1.9% | -5.5% | -5.0% | -2.1%[59 µM] | -19.5% | -7.4%
NC(=O)CN1C(=O)C(=O)N(Cc2ccccc2Cl)C1=O | -6.7% | -11.7% | -12.0% | -2.3% | -10.3% | -7.8% | -7.8% | 2.1% | 23.3%
CSCCC(NC(=O)C1CCC(C)CC1)C(=O)NCCN1CCC(C)CC1 (configuration not stated) | -9.0% | 45.4%[activator] | -2.1% | -3.9% | 3.7% | -9.2% | 2.7%[59 µM] | 1.9% | 3.3%
O=C(NCc1cccc(Cl)c1)c1ccc(NC(=O)N2CCSc3ccccc32)cc1 | 0.2% | -4.3% | -9.1% | -7.2% | -8.9% | -12.0% | 6.4%[59 µM] | 0.0% | /
Cc1cc(C(=O)N/N=C/c2ccc([N+](=O)[O-])cc2)c2ccccc2n1 | 27.4% | -6.5% | -5.7% | -3.3% | -9.5% | 27.6% | 13.7% | -13.6% | 3.0%
COc1ccc(OCc2nnc(SCC(=O)Nc3ccccc3F)o2)cc1 | -15.1% | 89.6%[activator] | -15.0% | -2.9% | -14.6% | 2.2% | 7.3% | 52.1% | 8.6%
Cc1cccc(NC(=O)c2ccc(S(=O)(=O)N3CCOCC3)cc2)c1C | -6.1% | 61.9%[activator] | -8.7% | -7.6% | -5.7% | -2.8% | 26.1% | 16.1% | 27.9%
Cc1cc(C)c2c(N=CN(C)C)c(C(=O)N3CCN(c4ncccn4)CC3)sc2n1 | 5.6% | 6.4% | -2.2% | 3.6% | -9.5% | 8.6% | 1.2% | 5.9% | 2.1%
Cc1ccc(Sc2cnc3ccccc3n2)cc1 | -10.5% | ? | 187.0%[activator] | -3.1% | 1.7% | 129.1%[activator] | 31.5% | -10.7% | -1.2%
O=C(NNC(=S)NC(=O)c1ccccc1Cl)c1cccc([N+](=O)[O-])c1 | 7.0% | 148.9%[activator] | -14.6% | 0.2% | -1.2% | 3.4% | 35.5µM* | -9.9% | 33.9%
O=C(COc1ccccc1)Nc1nc(-c2ccc(S(=O)(=O)N3CCOCC3)cc2)cs1 | -14.7% | 14.4% | -16.8% | -7.3% | 3.7% | -3.0% | ? | 2.3% | -5.3%
O=C(c1ccc(OC2CCN(Cc3ccccc3O)CC2)cc1)N1CCCCC1 | -4.8% | 14.6% | -14.5% | -4.2% | -2.5% | 0.3% | ? | 16.6% | -14.1%
Cc1cccc(Nc2ncnc3c2cnn3Cc2ccccc2)c1 | -24.2% | -0.3% | ? | -3.5% | -5.7% | ? | 50.1µM* | -20.5% | -2.1%
CC1(c2ccc(Cl)cc2)NC(=O)N(CC(=O)c2ccc3c(c2)OCO3)C1=O (configuration not stated) | -5.4% | 44.5%[activator] | -19.0% | -6.1% | -12.2% | -18.8% | -7.8% | -0.1% | 8.8%
c1ccc(Oc2ccc(-n3cnnn3)cc2)cc1 | 0.0% | 9.9% | -1.9% | -2.0% | 4.6% | 7.0% | -1.9%[59 µM] | 0.0% | -0.3%
COc1cc(NS(=O)(=O)c2ccc3c(c2)NC(=O)CO3)cc(OC)c1 | -4.9% | 14.3% | -21.4% | 0.2% | -19.4% | -20.9% | 25.2% | 0.0% | 47.4%[activator]
N#Cc1c(-c2ccccc2)cc(-c2cccs2)nc1SCC(=O)O | 10.0% | 44.7%[activator] | -13.2% | -2.2% | -12.3% | -5.2% | 8.91µM* | 4.4% | 26.1%
N#CCC(=O)Nc1nc(-c2ccc3c(c2)OCCO3)cs1 | -11.1% | 2.4% | -8.0% | -6.8% | -4.5% | ? | -41.4% | -9.0% | 3.2%
Cc1ccc(S(=O)(=O)N(Cc2nccn2C)C(C)C)cc1 | -5.3% | 2.2% | -15.8% | -0.1% | -10.7% | -28.4% | -25.7% | 2.1% | -1.6%
N=c1n(CC(=O)c2cccs2)c2ccccc2n1Cc1ccccc1 | -1.0% | 14.8% | -23.6% | -10.1% | -25.1% | -15.5% | / | -2.1% | -1.7%

Arranged by formula weight (lowest first): part of the list above.
SMILES | POLH inh | POLI inh | JMJD2A Tudor inh | BLM inh | Pol kappa inh | BAZ2B inh | G9a inh | Pol beta inh | APEX1 inh
Cc1cccc(Nc2ncnc3c2cnn3Cc2ccccc2)c1 | -24.2% | -0.3% | ? | -3.5% | -5.7% | ? | 50.1µM* | -20.5% | -2.1%
N=c1n(CC(=O)c2cccs2)c2ccccc2n1Cc1ccccc1 | -1.0% | 14.8% | -23.6% | -10.1% | -25.1% | -15.5% | / | -2.1% | -1.7%
Cc1cccc(NC(=O)c2ccc(S(=O)(=O)N3CCOCC3)cc2)c1C | -6.1% | 61.9%[activator] | -8.7% | -7.6% | -5.7% | -2.8% | 26.1% | 16.1% | 27.9%
O=C(COc1ccccc1)Nc1nc(-c2ccc(S(=O)(=O)N3CCOCC3)cc2)cs1 | -14.7% | 14.4% | -16.8% | -7.3% | 3.7% | -3.0% | ? | 2.3% | -5.3%

Remaining list, next part.
SMILES | POLH inh | POLI inh | JMJD2A Tudor inh | BLM inh | Pol kappa inh | BAZ2B inh | G9a inh | Pol beta inh | APEX1 inh
NC(=O)[C@@H]1CCCNc2c(F)cc([N+](=O)[O-])cc2C(=O)N[C@@H](CO)C(=O)NCC(=O)N1 | 9.8% | -1.0% | -11.8% | 1.6% | 4.1% | -10.2% | ? | 2.8% | ?
Cc1ccc(CCNC(=O)C2CCC(=O)N2C2CCCC2)cc1 (configuration not stated) | 6.9% | 31.3%[activator] | -5.8% | 2.2% | 13.6% | -1.3% | 11.5%[59 µM] | -4.2% | 13.4%
COc1cc(CCC(=O)Nc2ccc(Br)c(C(F)(F)F)c2)cc(OC)c1OC | -27.1% | 4.9% | -0.7% | -6.8% | -3.3% | 11.2% | -0.9%[59 µM] | 13.9% | 2.0%
CC(=O)C1C(c2ccc(Br)cc2)C2C(C)=NN=C2CC1(C)O (configuration not stated) | -8.0% | 11.6% | 4.4% | 1.4% | 2.2% | -5.7% | 29.4%[59 µM] | 18.5% | 0.4%
COc1cc(C2NC(=O)CCC2[N+](=O)[O-])cc(OC)c1OC (configuration not stated) | -11.7% | -10.1% | -11.4% | -1.5% | 5.4% | -31.7% | -6.7% | -18.2% | 30.4%
CC(C)c1ccc(NC(=O)CSc2nc(=O)n(Cc3ccccn3)c3c2CCC3)cc1 | -18.6% | 21.7% | -24.0% | 1.0% | -2.2%[60.1 µM] | 11.9% | -8.8%[59 µM] | 2.7% | /
CC(=O)Nc1ccc(S(=O)(=O)N2CCN(C)CC2)cc1 | -10.9% | -0.3% | -11.1% | -1.4% | -19.6% | 6.3% | 12.8%[59 µM] | 5.8% | -3.1%
CCn1cc(S(=O)(=O)c2ccccc2)c(=O)c2cc(F)c(F)cc21 | -17.4% | 16.8% | 7.6% | 0.1% | -5.3% | 1.0% | -4.5%[59 µM] | 0.8% | /
O=C(CSc1nc(O)cc(=O)n1-c1ccccc1)N1CCCCC1 | 1.4% | -4.1% | -13.5% | 0.1% | -9.5% | -1.0% | -5.7%[12.7 µM] | 0.6% | 6.1%
COc1ccccc1C(=O)Nc1cccc(N(C)S(C)(=O)=O)c1 | -13.2% | 13.8% | -14.8% | 2.9% | 0.3% | -3.2% | 4.6%[59 µM] | -0.4% | 6.0%
Cc1cccc(NS(=O)(=O)c2ccc(OCC(=O)N3CCCC3)cc2)c1 | -9.2% | 18.6% | -6.2% | 1.0% | -22.1% | -3.3% | 28.1% | -5.2% | 20.3%
O=c1[nH]c(=O)n(-c2ccccc2)c2c1C(C(F)(F)F)(C(F)(F)F)N=C(CCC1CCCCC1)N2 | -16.7% | 6.5% | -13.5% | 4.8% | -8.1% | 3.4% | 2.3%[59 µM] | 24.6% | 16.7%
Cc1occc1C(=O)Nc1cccc(Cn2cccn2)c1 | 3.6% | -1.3% | -20.1% | 1.0% | -3.7% | -0.8% | 2.6% | 13.6% | -0.6%
Cc1c(Cl)cnc(NC(=O)COC(=O)c2ccncc2)c1Cl | 25.1µM* | 50.1µM* | ? | / | -24.4% | ? | -9.3%[12.7 µM] | / | -22.9%
CN(C(=O)CSc1ncnc2sccc12)C1CCS(=O)(=O)C1 (configuration not stated) | 0.6% | ? | -13.2% | / | 0.2% | ? | ? | / | 5.4%
COc1ccccc1NC(=S)N(Cc1ccc(C)cc1)Cc1cccnc1 | -21.3% | -3.8% | -19.2% | -9.3% | 7.2% | -24.4% | 4.3%[59 µM] | 7.5% | -4.4%
O=[N+]([O-])c1ccc2nc(Cl)nc(-c3ccccc3)c2c1 | 5.3% | ? | ? | -0.6% | -5.7% | -28.9% | ? | -1.5% | 51.6%[activator]
COC(=O)C(C)N(C(=O)c1cccc2ccccc12)c1c(C)cccc1C (configuration not stated) | -17.1% | 5.4% | -6.7% | -4.4% | -13.8% | -8.1% | 8.6%[12.7 µM] | 2.4% | -1.1%
Cc1ccc(-c2nnc(N3CCCCC3)c3ccccc23)cc1S(=O)(=O)NCC1CCCO1 (configuration not stated) | -16.0% | 27.8% | ? | -5.5% | -6.0% | -36.9% | ? | 5.7% | -4.4%
Cc1ccccc1N(CC(=O)Nc1ccccc1C(=O)O)S(C)(=O)=O | -5.7% | -9.8% | -21.3% | -6.7% | -8.7% | -3.8% | 34.5%[activator][59 µM] | -11.8% | ?
c1ccc2c(c1)ccc1nnnn12 | ? | 17.3% | -3.1% | / | ? | / | / | / | /
COc1ccccc1NC(=O)CN1CCC(c2nc3ccccc3[nH]2)CC1 | -7.9% | 123.0%[activator] | -14.0% | -4.4% | -7.8% | 1.1% | 11.3% | 5.9% | 4.1%
NS(=O)(=O)c1ccc(NS(=O)(=O)c2ccc(C3CNC(=O)C3)cc2)cc1 (configuration not stated) | 6.3% | 98.4%[activator] | 50.1µM* | 8.6% | -14.9% | -2.4% | -35.1% | 5.4% | 84.6%[activator]
COc1cc2cc(CN(Cc3nnnn3C3CCCC3)C3CCCC3)c(=O)[nH]c2cc1OC | / | / | / | -2.6% | / | -6.5% | -2.4%[59 µM] | 8.2% | 16.4%
O=C(O)c1cc(=O)c2cccc(O)c2[nH]1 | / | 27.2% | 28.2µM* | -5.8%&3.3% | 2.7% | / | -33.5%[2.33 µM] | / | -8.2%&-1.8%

Screening data: PubChem, National Center for Advancing Translational Sciences (NCATS)
